Source: PubChem
HUVEC tox TNFa = cytotoxicity in TNFa-stimulated HUVEC, primary screen, cytotoxicity control for VCAM1 expression modulator project, imaging, Hoechst nuclei count. cell count reduction, % at 2 µM. 0.17% of 93,000 active. AID 848, 2007. HUVEC TNFalpha-stimulated, Hoechst cell count;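 active means cell count reduction exceeding the screen mean by over 5 SD, scaled to untreated wells per plate, cut at about 78% in these data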;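 further: cells counted after 24 h of TNF alpha exposure following the 1 h pretreatment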
VCAM1 TNFa inh = inhibitors of TNFa-induced VCAM1 expression, primary screen, imaging, HUVEC, TNFa stimulus, immunofluorescence; 0.48% of 95,000 active; AID 802, 2007; inhibition, % at 2 µM; HUVEC TNFa-induced VCAM-1 immunofluorescence, high-content imaging;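 active means inhibition above the batch mean plus 3 SD, with images confirmed as a hit by eye, cut at about 37% in these data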;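 further: 0% = TNF-stimulated DMSO wells and 100% = unstimulated control wells; not every result past the cut was called active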
sEH inhibitor = soluble epoxide hydrolase inhibitors, primary screen, biochemical, human sEH; inhibition, % at 2 µM; recombinant human sEH enzymatic activity assay; 0.34% of 91,000 active; AID 707, 2007; Bifunctional epoxide hydrolase 2 (Homo sapiens), P34913; in the data active means inhibition above about 80%; further: values of inactives mirror those of a sister screen read the other way; many of its hits are not listed in these tables
Target sequence (P34913 whole entry, looked up): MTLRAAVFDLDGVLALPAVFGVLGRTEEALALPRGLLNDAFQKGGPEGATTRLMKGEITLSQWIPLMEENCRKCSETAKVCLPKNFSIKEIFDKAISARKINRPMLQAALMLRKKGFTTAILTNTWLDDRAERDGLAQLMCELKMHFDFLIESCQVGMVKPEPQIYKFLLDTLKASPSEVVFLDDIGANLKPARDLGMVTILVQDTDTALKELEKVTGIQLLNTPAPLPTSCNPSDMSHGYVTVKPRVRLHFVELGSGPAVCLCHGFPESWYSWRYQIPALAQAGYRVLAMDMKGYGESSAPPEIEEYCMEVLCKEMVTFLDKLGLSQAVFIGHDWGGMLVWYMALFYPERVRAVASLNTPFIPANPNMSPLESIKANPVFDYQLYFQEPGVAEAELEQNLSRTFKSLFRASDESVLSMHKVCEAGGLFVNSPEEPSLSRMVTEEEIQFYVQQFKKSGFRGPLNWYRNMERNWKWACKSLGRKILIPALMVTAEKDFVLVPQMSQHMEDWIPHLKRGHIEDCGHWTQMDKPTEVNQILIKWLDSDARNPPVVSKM
Smad3 inh = Smad3/FoxH1 peptide binding inhibitors, primary screen, biochemical, TR-FRET | Mothers against decapentaplegic homolog 3 (Homo sapiens), P84022 | TR-FRET Smad3/Dy647-FoxH1 peptide binding, europium anti-His | inhibition, % at 25 µM | 0.29% of 88,000 active;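 active means compounds that reduce the energy-transfer binding signal between the protein and its labelled peptide by more than half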;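 further: 0% = Smad3 plus labelled peptide maximal FRET and 100% = peptide-only background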
Target sequence (P84022 whole entry, looked up): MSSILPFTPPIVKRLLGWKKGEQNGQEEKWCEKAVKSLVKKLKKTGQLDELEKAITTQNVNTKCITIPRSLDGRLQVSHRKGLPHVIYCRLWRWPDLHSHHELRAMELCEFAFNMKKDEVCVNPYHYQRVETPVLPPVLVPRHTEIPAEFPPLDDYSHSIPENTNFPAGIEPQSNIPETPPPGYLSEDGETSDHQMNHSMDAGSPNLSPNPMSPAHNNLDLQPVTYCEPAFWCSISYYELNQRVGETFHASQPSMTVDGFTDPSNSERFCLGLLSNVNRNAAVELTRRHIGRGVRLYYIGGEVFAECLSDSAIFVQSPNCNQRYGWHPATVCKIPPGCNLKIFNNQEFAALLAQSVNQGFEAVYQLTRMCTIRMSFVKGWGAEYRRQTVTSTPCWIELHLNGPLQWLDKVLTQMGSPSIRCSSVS
Calb biofilm kill = clotrimazole potentiators killing Candida biofilms, primary screen, with clotrimazole, Alamar Blue. C. albicans biofilm + clotrimazole. inhibition, % at 6 µM. 0.14% of 85,000 active. AID 834, 2007;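 active means inhibition above 20%; inactive means inhibition below 20%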;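 further: preformed 24 hr biofilms exposed to compound for 48 hr; 0% = biofilm without compound and 100% = blank killed by clotrimazole plus chlorhexidine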
IL1B cytotox = cytotoxicity in IL-1B stimulated HUVEC, primary screen, cytotoxicity control for IL-1B NFkB translocation project, imaging, Hoechst nuclear count, IL-1B stimulus; HUVEC cell count loss; cell count reduction, % at 2 µM; 0.41% of 94,000 active; AID 845, 2007;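 active means cell count reduction more than 3 SD above the screen-wide mean, cut at about 70% in these data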;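 further: normalized per plate to untreated control cells as the no-loss baseline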
cytoskel mod = modifiers of F-actin cytoskeleton organization, primary screen, imaging, HUVEC, phalloidin staining, high-content imaging; HUVEC TNFa F-actin phalloidin imaging; 0.18% of 91,000 active; inhibition, % at 2 µM;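 active means inhibition above the batch mean plus 3 SD and confirmed as a hit by visual image inspection, cut at about 30% in these data, passing the limit was not always enough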; further: strong numbers were not always called active
ERb coact inh = inhibitors of ERβ-SRC1 coactivator interaction, primary screen, biochemical, TR-FRET, ERβ LBD, SRC-1 peptide. TR-FRET ER-beta LBD / SRC1-Cy5 peptide binding; receptor agonist-loaded with 1 µM estradiol. AID 633, 2007. Estrogen receptor beta (Homo sapiens), Q92731. inhibition, % at 25.6 µM. 1.3% of 86,000 active;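 active means compounds whose percent inhibition of the receptor-coactivator binding signal exceeds about 50% in the single-dose screen, limit read from the data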;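 further: 0% = receptor plus peptide wells without compound and 100% = peptide-only wells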
sEH act = soluble epoxide hydrolase activators, primary screen, biochemical, human sEH; purified human sEH enzymatic activity, activator screen; 0.04% of 91,000 active; AID 717, 2007; Bifunctional epoxide hydrolase 2 (Homo sapiens), P34913; activation, % at 2 µM; in the data active means activation above about 37%; further: values of inactives mirror those of a sister screen read the other way
Starred values were filed as active, the others as inactive; / = no result given; [ ] = remark or other dose. An excerpt; rates above refer to the full screens.

Labels used below: A = HUVEC tox TNFa; B = VCAM1 TNFa inh; C = sEH inhibitor; D = Smad3 inh; E = Calb biofilm kill; F = IL1B cytotox; G = cytoskel mod; H = ERb coact inh; I = sEH act
O=C(c1ccc(F)cc1)N1CCN(c2cc(N3CCCCC3)c(F)cc2[N+](=O)[O-])CC1
  A: -5; B: -5; C: 5; D: /; E: /; F: -20; G: -16; H: /; I: -5
CCC1(C)CC(CC(=O)O)(c2ccccc2OC)CCO1 (stereo unspecified)
  A: -22; B: 1; C: 10; D: -6; E: -2; F: -15; G: -1; H: -12; I: -10
Cc1ccc(C)c(-c2cc(C(=O)NCc3cccs3)c3ccccc3n2)c1
  A: 4; B: -23; C: -2; D: /; E: /; F: 21; G: 19; H: /; I: 0
CCCc1nc(Nc2nc3ccccc3o2)nc(C)c1C(=O)OCC
  A: 1; B: 18; C: 6; D: -11; E: 6; F: 1; G: -1; H: 0; I: -11
O=C(CC1Oc2ccccc2NC1=O)NC1CC1 (stereo unspecified)
  A: -18; B: 5; C: 1; D: -8; E: 5; F: -14; G: -14; H: 22[fluorescence artefact?]; I: 2
Cc1ccc(CCNC(=O)C2CCCN(S(=O)(=O)c3c(C)noc3/C=C/N(C)C)C2)cc1 (stereo unspecified)
  A: -20; B: 0; C: 60; D: 9; E: 1; F: -18; G: 4; H: 25[fluorescence artefact?]; I: -58
O=C1c2ccccc2CCC12N=NCC2c1ccccc1 (stereo unspecified)
  A: -16; B: 7; C: 0; D: -13; E: 4; F: -16; G: 10; H: 6; I: 3
Cc1ccc(-c2ccc(=O)[nH]n2)cc1
  A: -20; B: 5; C: 7; D: -1; E: 0; F: 82*; G: -7; H: -18; I: -5
CC(C)N(C)C1CCN(C(=O)Nc2ccc(Cl)cc2)CC1
  A: 0; B: -2; C: 8; D: -5; E: 8; F: 13; G: -35; H: -2; I: -11
Cn1nc(-c2ccc(Cl)cc2)c2cc(C(=O)N3CCN(c4ccccc4)CC3)sc21
  A: -5; B: 2; C: -16; D: 3; E: 0; F: -6; G: -5; H: -7[fluorescence artefact?]; I: 17
O=C(NCCCN1CCOCC1)C(C(=O)c1ccccc1)n1ccccc1=O (stereo unspecified)
  A: -38; B: 1; C: -9; D: 4; E: 7; F: -23; G: -17; H: 0; I: 11
O=C(CSc1nnc(-c2cccnc2)n1Cc1ccco1)c1ccccc1
  A: -17; B: -10; C: 4; D: 3; E: 4; F: -42; G: 9; H: -17; I: -2
Cc1ccc(C(=O)Nc2ccc(F)cc2F)o1
  A: 15; B: -16; C: -1; D: 3; E: 4; F: 2; G: /; H: 1[fluorescence artefact?]; I: -1
Cc1[nH]c2ccccc2c1C(=O)COC(=O)C(C)C
  A: -12; B: 18; C: -4; D: /; E: /; F: -16; G: -13; H: /; I: 6
CN1CCN(CCCNC(=O)c2ccc(CSCc3cccc(Cl)c3)o2)CC1
  A: 11; B: -13; C: -2; D: -3; E: 5; F: 8; G: -15; H: -5; I: 2

Compound profiles, from the list above. Screens in order: HUVEC tox TNFa, VCAM1 TNFa inh, sEH inhibitor, Smad3 inh, Calb biofilm kill, IL1B cytotox, cytoskel mod, ERb coact inh, sEH act
Cc1ccc(C(=O)Nc2ccc(F)cc2F)o1 in the list: 15, -16, -1, 3, 4, 2, /, 1[fluorescence artefact?], -1
Cc1ccc(CCNC(=O)C2CCCN(S(=O)(=O)c3c(C)noc3/C=C/N(C)C)C2)cc1 (stereo unspecified) in the list: -20, 0, 60, 9, 1, -18, 4, 25[fluorescence artefact?], -58

Continued.
Labels used below: A = HUVEC tox TNFa; B = VCAM1 TNFa inh; C = sEH inhibitor; D = Smad3 inh; E = Calb biofilm kill; F = IL1B cytotox; G = cytoskel mod; H = ERb coact inh; I = sEH act
COc1ccc(-c2nn(C)c(=O)c3ccccc23)cc1CNC(=O)c1ccco1
  A: -5; B: 16; C: -3; D: /; E: /; F: -50; G: 5; H: /; I: 2
CCN(CC)S(=O)(=O)c1ccc(S(=O)(=O)N2CCCC2C(=O)O)cc1 (stereo unspecified)
  A: 15; B: 11; C: 17; D: 12; E: 0; F: -11; G: /; H: -1; I: -18
CCOC(=O)c1nn(-c2ccccc2)c(C)c1C(C)=O
  A: -2; B: -19; C: -1; D: /; E: /; F: -5; G: -13; H: /; I: 2
Nc1cc(-c2nc3ncccc3o2)ccc1Cl
  A: 4; B: -1; C: 5; D: 2; E: 0; F: -3; G: 3; H: 18[fluorescence artefact?]; I: -5
CC(C)(C)c1ccc(C2CC2C(=O)N/N=C\c2cc3ccccc3nc2Cl)cc1 (stereo unspecified)
  A: -14; B: 5; C: 5; D: /; E: /; F: -2; G: -24; H: /; I: 0
Cc1ccc(-c2csc3ncn(CC(=O)N4CCOCC4)c(=O)c23)cc1
  A: -29; B: 20; C: 0; D: -8; E: 8; F: -33; G: 17; H: 7; I: 1
CCCn1c(=O)c(C(=O)c2ccccc2)nc2ccccc21
  A: -22; B: 3; C: /; D: 2; E: 8; F: -12; G: -8; H: -3[fluorescence artefact?]; I: /
COC(=O)/C=C1/SC(=Nc2ccc(C)cc2C)NC1=O
  A: -16; B: 15; C: 3; D: /; E: /; F: -100; G: -1; H: /; I: -1
O=C(NCC1CCCO1)C1c2ccccc2C(=O)N1Cc1ccc2c(c1)OCO2 (stereo unspecified)
  A: -11; B: -8; C: 9; D: -4; E: 6; F: -78; G: /; H: -7; I: -7
CCCS(=O)(=O)c1c(S(=O)(=O)CCC)c2c3ccccc3ccn2c1C(N)=O
  A: 26; B: -9; C: -9; D: 0; E: 0; F: -9; G: -6; H: -1; I: 10
CCOc1cc2[nH]c(=S)n(CCc3ccc(OC)c(OC)c3)c(=O)c2cc1OCC
  A: -40; B: -17; C: 17; D: -8[fluorescence artefact?]; E: -1; F: 3; G: 1; H: 31[fluorescence artefact?]; I: -15
O=C(NC(=S)N1CCCCC1)c1cccnc1
  A: -15; B: -23; C: 0; D: 4; E: 4; F: -8; G: 13; H: 11; I: 2
CC(=O)OCC1OC(Sc2cccc3cccnc23)C(OC(C)=O)C(OC(C)=O)C1OC(C)=O (stereo unspecified)
  A: 9; B: 14; C: -8; D: /; E: /; F: -7; G: -16; H: /; I: 9
OC(CN1C2=NCCN2c2ccccc21)c1ccc(Br)cc1 (stereo unspecified)
  A: -31; B: -10; C: -30; D: -3; E: 2; F: 9; G: -8; H: -4; I: 27
N#CCCN1CCNCC1
  A: 3; B: 10; C: -12; D: 6; E: 6; F: -5; G: 1; H: -15; I: 14
COc1cc2c(C(=O)N3CCN(c4cccc(Cl)c4)CC3)cn(CC(C)C)c(=O)c2cc1OC
  A: -5; B: 1; C: -2; D: -13; E: /; F: 15; G: 0; H: 4; I: 0
O=C(O)CSc1nnc(-c2ccco2)o1
  A: -12; B: -3; C: -6; D: 9; E: 4; F: 22; G: 6; H: 0; I: 7
CC(=O)Nc1ccc(S(=O)(=O)NCCc2ccc(S(N)(=O)=O)cc2)cc1
  A: -23; B: -20; C: 9; D: /; E: /; F: -14; G: 16; H: /; I: -11
O=C1NC2(CCCC2)N=C1c1ccc(Cl)cc1
  A: -9; B: 4; C: -6; D: 8; E: 2; F: 20; G: 36; H: -2; I: 9
COc1ccc(CN(CC(=O)NC2CCCC2)C(=O)CCC(=O)Nc2cc(C)on2)cc1
  A: -8; B: -20; C: -26; D: 0; E: -2; F: -10; G: -7; H: -1; I: 30
COc1ccc(OC)c(N2Cc3cc(C)c(C)cc3C2)c1
  A: -1; B: 1; C: 1; D: 4; E: 4; F: -87; G: -3; H: 23[fluorescence artefact?]; I: -6
COc1cc(C(C)=O)ccc1OCC(O)CNCC1(N2CCCCC2)CCCCC1 (stereo unspecified)
  A: -17; B: 8; C: 3; D: -1; E: -2; F: -4; G: -1; H: 6; I: -3
COC(=O)C(C)N1C(=O)S/C(=C/c2cc(C)n(C(C)C)c2C)C1=O (stereo unspecified)
  A: -22; B: -7; C: 23; D: /; E: /; F: 10; G: 2; H: /; I: -22
O=C(CCN1c2ccccc2Sc2ccccc21)OCC(=O)N1CCN(C(=O)c2ccco2)CC1
  A: -15; B: 2; C: /; D: 6; E: 8; F: -10; G: 2; H: 2; I: /
CS(=O)(=O)N(CCc1ccccc1)CC(=O)Nc1ccc2c(c1)OCO2
  A: -13; B: 8; C: -9; D: 6; E: 4; F: 6; G: -1; H: 46; I: 8
CN(C)c1ccc(NC(=O)c2sc(SCC(=O)Nc3nccs3)nc2N)cc1
  A: -14; B: 7; C: /; D: 0; E: 7; F: -31; G: 28; H: 14; I: /
Cc1ccc(NS(=O)(=O)c2cc(C(=O)O)ccc2Cl)c(C)c1
  A: 8; B: -8; C: -3; D: 8; E: 6; F: 0; G: 7; H: -5; I: 3
O=C(O)CCC(=O)NC1CCCCC1NC(=O)CCC(=O)O (stereo unspecified)
  A: -4; B: -1; C: 6; D: /; E: /; F: -19; G: 6; H: /; I: -3
CCCOC(=O)C1C2C=C[C@]3(CN(CCc4ccccc4)C(=O)[C@H]13)O2 (stereo partly specified)
  A: 82*; B: 93*; C: -7; D: -4; E: 13; F: -34; G: 6; H: -3; I: 7
O=C(NCc1nc2ncc(Br)cc2[nH]1)c1ccccc1
  A: -18; B: 21; C: 3; D: 8; E: -4; F: -42; G: -42; H: 32; I: -4
CCC(c1nnnn1C(C)(C)C)N1CCN(C2CCCC2)CC1 (stereo unspecified)
  A: 13; B: -7; C: 22; D: 4; E: 7; F: 13; G: -15; H: -2[fluorescence artefact?]; I: -19
CCSc1nnc(NC(=O)C2CC=CCC2C(=O)O)s1 (stereo unspecified)
  A: 11; B: 6; C: -3; D: -1; E: 0; F: -27; G: 14; H: -7; I: 5
Cc1cc(NC(=O)COC(=O)c2c(C)nn(-c3ccccc3)c2C)no1
  A: -9; B: -5; C: 8; D: 3; E: 8; F: -8; G: 34; H: 8; I: -9
Cc1ccc(CNC(=O)C23CN(Cc4ccccc4)CC2C(c2cccc([N+](=O)[O-])c2)=NO3)cc1 (stereo unspecified)
  A: -14; B: -3; C: 13; D: /; E: /; F: -23; G: -8; H: /; I: -14
O=C(CCn1c(=O)[nH]c2ccsc2c1=O)Nc1ccc(F)c(F)c1
  A: -14; B: 6; C: -10; D: /; E: /; F: 2; G: -19; H: /; I: 7
O=C(Oc1ccc(Br)cc1C(=S)N1CCCCC1)c1cc([N+](=O)[O-])cc([N+](=O)[O-])c1
  A: 2; B: -7; C: -9; D: 5; E: 5; F: 20; G: 3; H: 0[fluorescence artefact?]; I: 7
